Source: PubChem BioAssay (several laboratories)
RmlC RmlD mix = RmlC and RmlD coupled enzyme inhibitors, primary screen, biochemical, 384-well, compound mixtures, retest; AID 1532, 2009; inhibition, % at 5.5 µM; RmlC/RmlD coupled enzyme inhibition, 384-well mixture HTS; 0.39% of 110,000 active; in the data active = inhibition above about 30%, passing the limit was not always enough; inconclusive = no clear call, values can overlap the other calls; also: strong numbers were not always called active
HIV RNase H inh = HIV-1 RT RNase H inhibitors, primary screen, biochemical, fluorescence. Gag-Pol polyprotein (Human immunodeficiency virus type 1 group M subtype B (isolate …. RT-RNase H RNA/DNA duplex cleavage. inhibition, % at 10 µM. 1.9% of 65,000 active; in the data active = inhibition above about 50%
Active calls of the source: *; i = inactive; u = inconclusive; x = no result given. This is a subset; the hit share may differ from the screen's.

SMILES	RmlC RmlD mix	HIV RNase H inh
CCc1cccc(C)c1NC(=S)NCc1ccc2[nH]c(C)cc2c1	-12	x
COc1cccc(-c2nn(-c3ccccc3)cc2C(=O)O)c1	8	-1
CC(C)N(C#N)c1nc(N2CCOCC2)nc(N2CCOCC2)n1	-9	-6
Nc1nc2ccccc2n1/N=C/c1cccnc1	-18	x
CN(C)S(=O)(=O)c1ccc(NC(=O)c2c(F)cccc2Cl)cc1	-16	x
Cc1ccc(CNC(=O)c2cc3c(=O)n4ccccc4nc3n(Cc3ccco3)c2=N)cc1	0	4
Cc1cc(N2CCOCC2)nc2ccccc12	-5	x
CC1CCCC(C)N1S(=O)(=O)c1ccc(NC(=O)CCn2cnc3ccccc3c2=O)cc1 (centres undefined)	-16	x
Cn1c(=O)c2c3c(sc2n2c(SCc4ccccc4)nnc12)CCCC3	x	-16
CCOC(=O)C1CCCN(C(=O)c2ccccc2Oc2ccccc2)C1 (centres undefined)	2	-8
COc1ccc(-c2ccnc3nc(-n4cccc4)nn23)cc1	10	x
Cc1ccc(N=C2CCCN2Cc2ccccc2)c(C#N)c1	4	x
CN1CCN(C2=C(Cl)C(=O)N(C3CCCCC3)C2=O)CC1	-6	5
COc1ccc2c(-c3ccccc3)cc(=O)[nH]c2c1	9	x
O=C(CNC(=O)c1ccc(Cl)cc1)OCC(=O)c1ccc2c(c1)OCCO2	-13	x
CC(C)(C)n1nc2c(c1NC(=O)c1ccc(S(=O)(=O)N3CCCC3)cc1)CSC2	-9	33
C=CCOC(=O)C1=C[C@H](c2ccc3c(c2)OCO3)C[C@H](OCCCCO)O1	14	x
COCCNc1nc(-c2cc(C(=O)Nc3ccccc3)on2)cc(C(C)C)n1	6	x
COc1ccc(S(=O)(=O)N2CCCC(C(=O)N3CCOCC3)C2)cc1C (centres undefined)	-3	-12
O=C(O)CSc1nnc(C2CC2)n1-c1ccccc1	11	28
CCCOc1c(Br)cc(C(=O)NCC)cc1OC	-8	-7
O=C(Nc1cccc(-c2csc(Nc3ccccc3)n2)c1)c1ccccc1	6	x
CCCCN(CC)CCNC(=O)c1cc2c(=O)n(C)c3ccccc3c2n1C	-10	4
COc1ccc(CNC(=O)CN(CC2CCCO2)C(=O)CNS(=O)(=O)c2ccc(C)cc2)cc1 (centres undefined)	36	3
c1ccc2c(c1)nc(N1CCOCC1)c1nnnn12	-6	-4
CCCC1(CCC)NC(=O)N(CC(=O)Nc2ccccc2OC)C1=O	-15	-3
O=C(NC1CCCC1)c1cc2c(ccc3ccccc32)o1	1	x
CCCc1[nH]nc2c1C(c1ccc(O)cc1OCC)C(C#N)=C(N)O2 (centres undefined)	8	-3
COCCNC(=S)NC1CC2CCCC(C1)N2Cc1ccco1 (centres undefined)	u	x
CCCS(=O)(=O)N1CCN(Cc2ccccc2OCC)CC1	2	-10
CCCCn1c(C(C)NC(=O)c2cccs2)nc2ccccc21 (centres undefined)	2	-10
Cn1c(=O)cc(SCC(=O)N2CCOCC2)c2ccc(Cl)cc21	14	-13
COC(=O)C1CCN(c2cc(=O)n(Cc3ccc(F)cc3)c(=O)[nH]2)CC1	7	-11
Cc1cc(C)cc(OC(=O)CCN2C(=O)c3ccccc3C2=O)c1	-10	x
COc1ccccc1N1CCN(Cc2c(F)cccc2F)CC1	10	-5
Cc1ccc(CSc2nc3c(c(=O)[nH]2)CCC3)cc1	9	-26
O=C(CCCN1C(=O)c2ccccc2C1=O)N1CCN(c2ccccn2)CC1	9	-26
O=c1[nH]c(CN2CCCCC2)nc2ccccc12	-10	x
Cc1cc(C)c(NC(=O)CS(=O)CC(=O)Nc2cccnc2)c(C)c1 (centres undefined)	10	29
C#CCCOC(=O)N1C2=NC(C(=O)OC)=C(C(=O)OC)[C@@H]3N(C)c4ccc(OC)cc4[C@]23C[C@H]1C(=O)OC	-9	x
O=C(CCC1CC(=O)Nc2ccccc21)NCc1cccnc1 (centres undefined)	x	-8
OCCN1CCOCCOCCN(CCO)CCN(CCO)CC1	-5	x
O=C(O)CCCC(=O)N1CCN(C(c2ccccc2)c2ccccc2)CC1	x	-10
CS(=O)(=O)N(CC(=O)N1CCN(c2ccccc2)CC1)C1CCCCC1	9	2
CCn1c(=O)c2c3c(sc2n2c(SCc4ccc(F)cc4)nnc12)CCCC3	x	8
CCC1Cc2c(nc3c4c(nc(N5CCOCC5)c(C#N)c24)NC(C)=N3)O1 (centres undefined)	x	-3
N#Cc1cnc(SCCc2ccccc2)nc1N	7	-16
CCCCn1c(SCC(=O)NCc2ccco2)nc2ccccc2c1=O	-9	x
COC(=O)[C@H](C(C)C)n1c(C)c(C(C)=O)c(C(C)=O)c1C	9	-29
CC(=Nc1ccc(C)c(C)c1)C1=C(O)CSC1=O	-15	-8
CCOc1ccc(NC(=S)/C(=C(\[O-])c2ccc(C)c([N+](=O)[O-])c2)[n+]2ccccc2)cc1	5	x
Cc1cc(C(=O)CSc2n[nH]c(N)n2)c(C)n1-c1ccccc1	-27	x
CSc1ccccc1NC(=O)Nc1ccc(Cl)cc1	6	x
O=C(/C=C/c1ccccc1)CC(O)(c1ccccc1)C(F)(F)F (centres undefined)	10	x
CC(/C=N/n1c(COc2ccccc2)n[nH]c1=S)=C\c1ccccc1	11	x
C=C(C)Cn1c(NCCOC)nc2c1c(=O)[nH]c(=O)n2C	5	-7
CN(C)c1cc(NC(=O)CN2CCOCC2)c2ccccc2n1	x	-6
COc1ccc(C2(C(=O)Nc3nncs3)CCCC2)cc1	7	x
COc1ccc(C(CC(=O)N2CCCC(C)C2)c2c(O)cc(OC)cc2OC)cc1 (centres undefined)	1	x
Clc1cccc(Nc2ncnc3c2cnn3-c2ccccc2)c1	5	-5

Next part.
SMILES	RmlC RmlD mix	HIV RNase H inh
CCCCCCCCC(=O)N/N=C/c1ccccn1	-15	x
COc1cccc(NC(=O)c2nnn(CCc3ccccc3)c2N)c1	6	0
C(/C=C/c1ccccc1)=N/N1CCN(c2ccccc2)CC1	-67	x
N=C1C(c2nc3ccccc3s2)=C(O)CN1Cc1ccco1	0	-12
CCOC(=O)N1CCC(NC(=O)C2CCN(c3nc(-c4ccc(OC)cc4)no3)CC2)CC1	x	-13
O=C(NC1CCCCC1)c1cc([N+](=O)[O-])ccc1N1CCOCC1	-2	x
c1ccn2c(CNc3ncnc4sccc34)nnc2c1	4	-5
Cc1ccc(NC(=O)c2cc(NC(=O)CCC(=O)O)ccc2N2CCCCC2)cc1	4	x
Cc1cccc(N2CCN(C(=O)Cn3cnc4c3c(=O)n(C)c(=O)n4C)CC2)c1C	2	x
O=C1[C@@H]2C(Cc3ccc(O)cc3)NC3(C(=O)Nc4ccc(F)cc43)[C@@H]2C(=O)N1c1ccc(F)cc1 (some centres undefined)	8	1
O=c1nc2ccccc2c(NS(=O)(=O)c2ccccc2)n1-c1ccccc1	10	x
COC(=O)[C@H](CCSC)NC(=O)Nc1cc(C)ccc1C	-2	-5
COc1ccc(NC(=O)C2CCN(S(=O)(=O)c3cccc4cccnc34)CC2)cc1	-10	-41
CCOC(=O)c1cc(C#N)c(SCc2cccc3ccccc23)nc1C	-7	x
O=C(c1cccc(F)c1)N1CCN(c2cccc(C(F)(F)F)c2)CC1	-12	-16
CCN(CC)c1ccc(NC(=O)c2ccc(Br)o2)c(C)c1	10	8
COc1ccc(C2CC(=O)C(C=NCCN3CCN(C(C)=O)CC3)=C(O)C2)cc1 (centres undefined)	11	x
CCOc1ccccc1N(CC(=O)NCC1CCCO1)C(=O)CCC(=O)Nc1ccccn1 (centres undefined)	-9	-2
CC1=C(C(N)=O)C(c2ccncc2)n2nc(-c3ccccc3Cl)nc2N1 (centres undefined)	-11	-10
COc1ccc(Cn2nnnc2C(c2ccncc2)N2CCOCC2)cc1 (centres undefined)	9	-6
C=CCn1c(SCC(=O)NCc2ccco2)nnc1-c1ccc2ccccc2n1	x	-15
Cc1ccccc1Nc1nc(N)nc(CN2C(=O)NC3(CCCCC3C)C2=O)n1 (centres undefined)	12	-7
Nc1ccc(S(=O)(=O)NC(=O)c2ccccc2)cc1	8	-4
COc1ccc(-c2noc(CSc3nnc(Cc4ccccc4)n3-c3cccc(C)c3)n2)cc1OC	-135	-32
COc1ccc(-c2cc(C(F)(F)F)n3nc(C(=O)NCc4ccco4)c(Cl)c3n2)cc1	-26	x
Cc1nnc(NC(=O)c2ccncc2)s1	-13	x
CSC1=NC(NCCCO)c2c(sc3c2CC(C)(C)OC3)N1 (centres undefined)	3	-5
CCOc1ccccc1-n1c(N)c(C(N)=O)sc1=S	-118	x
CC(=O)N(Cc1ccc2c(c1)OCO2)C1CC(=O)N(CCc2ccccc2)C1=O (centres undefined)	-8	9
CCc1ccc(-c2ccc(C(=O)O)cc2)nc1	-1	-14
COCC(C)NC(=O)c1cc(-c2ccc(OC)c(OC)c2)on1 (centres undefined)	10	-5
COc1cc(/C=N/Nc2nn3cnnc3c3ccccc23)cc(OC)c1OC	14	x
COc1cc(O)c(C(CC(=O)N2CCOCC2)c2ccc(N(C)C)cc2)c(OC)c1 (centres undefined)	5	x
Cc1cccc(N/N=C/c2c(O)[nH]c(=S)[nH]c2=O)c1	5	x
Cc1ccc(-c2ccc(/C=N/N=C3/NC(=O)C(CC(=O)O)S3)o2)c([N+](=O)[O-])c1 (centres undefined)	10	x
O=C(O)c1ccn[nH]1	-12	x
Cc1cccc(CCNC(=O)C2CCN(S(=O)(=O)c3c(C)noc3C)CC2)c1	1	x
CCOC(=O)c1ccc2[nH]c(C)c(CN3CCN(C)CC3)c(=O)c2c1	x	-1
Cc1cc(NS(=O)(=O)c2ccc(NC(=O)CN3C(=O)c4ccccc4C3=O)cc2)nc(C)n1	4	-4
Cc1cccc(/C(N)=N/OC(=O)N2c3ccccc3Sc3ccccc32)c1	2	x

In the list so far, these contain fluorine:
SMILES	RmlC RmlD mix	HIV RNase H inh
CN(C)S(=O)(=O)c1ccc(NC(=O)c2c(F)cccc2Cl)cc1	-16	x
COC(=O)C1CCN(c2cc(=O)n(Cc3ccc(F)cc3)c(=O)[nH]2)CC1	7	-11
COc1ccccc1N1CCN(Cc2c(F)cccc2F)CC1	10	-5
CCn1c(=O)c2c3c(sc2n2c(SCc4ccc(F)cc4)nnc12)CCCC3	x	8
O=C(/C=C/c1ccccc1)CC(O)(c1ccccc1)C(F)(F)F (centres undefined)	10	x
O=C1[C@@H]2C(Cc3ccc(O)cc3)NC3(C(=O)Nc4ccc(F)cc43)[C@@H]2C(=O)N1c1ccc(F)cc1 (some centres undefined)	8	1
O=C(c1cccc(F)c1)N1CCN(c2cccc(C(F)(F)F)c2)CC1	-12	-16
COc1ccc(-c2cc(C(F)(F)F)n3nc(C(=O)NCc4ccco4)c(Cl)c3n2)cc1	-26	x

The listing continues.
SMILES	RmlC RmlD mix	HIV RNase H inh
O=[N+]([O-])c1ccc(Cl)c(/C=N/N2CCN(c3ccccc3)CC2)c1	13	x
Cn1c(=O)c2c(SCc3ccccn3)nc(-c3ccccc3)nc2n(C)c1=O	x	-10
CCC(C)(C)NC(=O)CN(C(=O)CCC(=O)Nc1cc(C)ccn1)c1ccc2c(c1)OCO2	3	0
CCOCCCNC(=O)CN1CCN(Cc2ccccc2C)C1=O	-7	-4
CCCn1c(=O)c(C(=O)NCc2ccccn2)c(O)c2ccccc21	1	-14
CC(=O)Nc1ccc(NC2=Nc3ccccc3N3C2=Nc2c(c(C)nn2-c2ccccc2)C3c2ccccc2)cc1 (centres undefined)	-30	x
Cc1ccc(C(=O)CSc2nc3cc(S(=O)(=O)N4CCOCC4)ccc3o2)cc1	4	72*
CC(C)(C)c1ccccc1OCC(=O)Nc1ncn[nH]1	11	1
CCCCn1c(=O)cc(O)c2ccccc21	8	-4
CCN(CC)C(=O)N1CCN(S(=O)(=O)c2ccc(C)cc2)CC1	3	x
CSc1nc(NCC(C)C)nc(N2CCOCC2)n1	-13	-13
COc1ccccc1N1C(=O)C2C3C=CC(C3)C2C1=O (centres undefined)	x	-6
C/C(N)=C(/C#N)C(=O)COc1ncnc2ccc(Br)cc12	6	-5
CC(C)C(NC(=O)C1CCCCC1)C(=O)NCc1ccccn1 (centres undefined)	18	-11
COc1ccc2[nH]c(=O)c(C(c3nnnn3CC3CCCO3)N3CCc4ccccc4C3)cc2c1 (centres undefined)	i	5
COC(=O)CCC(=O)OC1(C)C(=O)C=C2C=C(C3CC3)N(CCCOC(C)C)C=C2C1=O (centres undefined)	4	x
Cc1ccccc1-c1cc(C(=O)n2cccn2)c2cc(Cl)ccc2n1	5	x

Reprinted at random: 7 records from the list, in no set order.
SMILES	RmlC RmlD mix	HIV RNase H inh
Cc1ccc(C(=O)CSc2nc3cc(S(=O)(=O)N4CCOCC4)ccc3o2)cc1	4	72*
COc1ccc2[nH]c(=O)c(C(c3nnnn3CC3CCCO3)N3CCc4ccccc4C3)cc2c1 (centres undefined)	i	5
COC(=O)CCC(=O)OC1(C)C(=O)C=C2C=C(C3CC3)N(CCCOC(C)C)C=C2C1=O (centres undefined)	4	x
C/C(N)=C(/C#N)C(=O)COc1ncnc2ccc(Br)cc12	6	-5
CSc1nc(NCC(C)C)nc(N2CCOCC2)n1	-13	-13
Cc1ccccc1-c1cc(C(=O)n2cccn2)c2cc(Cl)ccc2n1	5	x
CC(C)(C)c1ccccc1OCC(=O)Nc1ncn[nH]1	11	1
